Source: PubChem BioAssay
Tb PFK block: inhibitors of T. brucei phosphofructokinase | T. brucei PFK, ADP-Glo luminescence | O15648 | 330,000 tested, 0.17% active | Potency, µM (series often up to 57.5 µM), without a hit: at the highest dose activity, negative = inhibition, most hits filed as inhibitors;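 note: potency is the fitted concentration of half-maximal effect; 0% = uninhibited 1x PFK enzyme wells and -100% = no-enzyme wells; nearly all actives have a fitted effect of over 60% in size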
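1.25 nM PFK with 0.5 mM F6P and 0.1 mM ATP in 0.1 M TEA pH 8.0, 5 mM MgCl2, incubated 45 min at room temperature; ADP measured by ADP-Glo luminescence; compounds titrated up to 57 uM.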
Chronic BCR inh: inhibitors of chronic active B-cell receptor signaling; ABC-DLBCL IkBa-CBG/CBR reporter, luminescence ratio, 4 h; 340,000 tested, 0.05% active; Potency, µM (doses to about 46.1 µM), without a hit: top-dose ratio change, negative = lower green/red ratio, most hits filed as inhibitors; AID 493014; active = well fitted inhibition curve with a large enough effect in the signal ratio, with a control signal flat, not every such curve was filed as active; inconclusive = small, poorly fitted or top-dose-only effect, or effect the other way, or a change in a side signal; the % refers to the signal ratio;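 note: potency is the fitted concentration of half-maximal effect; plate controls were basal doxycycline-induced cells for no effect and cells given 10 µM MG132 for full effect; MG132 reads +100%, hits lower the ratio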
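TMD8 ABC-DLBCL cells carrying doxycycline-inducible green luciferase fused to IkappaBalpha plus unfused red luciferase were exposed to compounds (up to 46 uM) for 4 hrs at 37C. Activity came from the overlap-corrected green/red luminescence ratio.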
B2AR arrestin: beta2AR (human) beta-arrestin recruitment activity; P07550; beta-arrestin recruitment to beta2AR, cell-based reporter; Potency, µM (doses to about 46.1 µM), inactives show at the top dose activation, usual class: activators; 330,000 tested, 0.02% active; AID 492947;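 note: potency is the fitted concentration of half-maximal effect; 0% = DMSO controls and full agonism = EC100 isoproterenol or metaproterenol; nearly all actives have a fitted effect of over 65% in size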
Mito fusion yeast: blocks mitochondrial division or promotes mitochondrial fusion; Potency, µM (top dose mostly 46.1 µM), for the others: top-dose growth rescue (activation), actives largely listed as activators; S. cerevisiae fusion-defective mutant growth rescue, CellTiterGlo 48 h; 320,000 tested, 0.23% active;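 note: potency is the fitted concentration of half-maximal effect; % of control where 0% means no effect; nearly all actives have a fitted effect of over 45% in size; temperature-sensitive fusion mutants such as fzo1-1 at 37 °C on non-fermentable ethanol glycerol medium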
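Growth-rescue viability read-out: after 48 h at the non-permissive 37C in glycerol/ethanol YPEG, yeast mitochondrial fusion mutants are measured by CellTiterGlo luminescence; compounds (23 nl pinned per well) restoring growth score as division inhibitors or fusion activators.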
USP2a inh: blocks human ubiquitin-specific protease USP2a | Potency, µM (highest dose often 38.3 µM), inactives show at the top dose activity change, negative = inhibition, actives largely listed as inhibitors | 330,000 tested, 0.01% active | AID 463254 | USP2 core, Ub-CHOP2 coupled fluorogenic reporter, 485/531 | O75604;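 note: potency is the fitted concentration of half-maximal effect; plate controls were DMSO wells for no effect and full inhibition by NEM control for full effect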
Target sequence (O75604 whole entry, looked up): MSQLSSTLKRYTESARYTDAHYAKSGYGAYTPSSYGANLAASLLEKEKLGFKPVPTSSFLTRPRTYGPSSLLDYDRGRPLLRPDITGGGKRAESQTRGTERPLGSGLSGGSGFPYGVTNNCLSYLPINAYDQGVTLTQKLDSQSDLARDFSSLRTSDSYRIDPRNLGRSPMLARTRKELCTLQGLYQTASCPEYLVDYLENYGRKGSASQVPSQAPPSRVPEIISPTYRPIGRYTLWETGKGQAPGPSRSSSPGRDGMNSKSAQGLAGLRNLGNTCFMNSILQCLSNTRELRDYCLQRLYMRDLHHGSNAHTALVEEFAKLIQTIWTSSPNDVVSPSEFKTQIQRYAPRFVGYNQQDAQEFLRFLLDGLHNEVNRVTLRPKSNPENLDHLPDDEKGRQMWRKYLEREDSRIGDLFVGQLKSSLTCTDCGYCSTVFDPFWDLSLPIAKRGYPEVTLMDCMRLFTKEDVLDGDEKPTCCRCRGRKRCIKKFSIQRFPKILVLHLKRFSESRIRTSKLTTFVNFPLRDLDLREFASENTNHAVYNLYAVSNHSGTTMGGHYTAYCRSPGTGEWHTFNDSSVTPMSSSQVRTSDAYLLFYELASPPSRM
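USP2 core (10nM final) preincubated 30min RT with compound in 20mM Tris-HCl pH 8.0, 2mM CaCl2, 2mM beta-mercaptoethanol, 0.05% CHAPS; 25nM Ub-CHOP2 plus 25nM reporter substrate added, fluorescence (Ex485/Em531) read after 60min.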
uPA generation: cell surface uPA generation inhibition. AID 540303. cell surface uPA generation assay, qHTS. Potency, µM (series often up to 38.3 µM), for the others: top-dose activity change, negative = inhibition, hits mostly inhibitors. 330,000 tested, 0.31% active; active = well fitted inhibition curve with a large enough effect; inconclusive = small, poorly fitted or top-dose-only effect; inactive = no such curve, though single readings can be large or run the other way; tested in mouse RAW 264.7 cells; note: potency is the fitted concentration of half-maximal effect; % is set by controls: 0 for no effect and ±100 for the full control effect; nearly all actives have a fitted effect of over 55% in size
TSHR antagonist: antagonists of human thyroid stimulating hormone receptor; activity change, negative = inhibition, % at 11.5 µM; 330,000 tested, 0.2% active; TSHR-expressing cells, TSH-stimulated cAMP HTRF, 2 h; hits give low values; P16473;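 active = activity change below a set negative limit, meaning inhibition stronger than a set level, cut at about -70% in these data; inconclusive = activity change between two set negative limits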; note: % is set by controls: 0 for no effect and ±100 for the full control effect
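TSHR-expressing cells were treated with compounds, then stimulated with TSH at EC80 (4nM final) for 2 hours at 37 deg C. Cellular cAMP was measured by HTRF competition between lysate cAMP and cAMP-d2 for a cryptate-labelled anti-cAMP antibody.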
TCR activator: activates T cell receptor signaling. 330,000 tested, under 10 active. AID 504894. Potency, µM (top dose mostly 9.22 µM), without a hit: at the highest dose activation of IL-2 secretion, actives largely listed as activators. primary human leukocytes, anti-CD3, IL-2 HTRF, 48 h; note: % of control where 0% means no effect
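1) Mix primary human leukocytes, a-CD3 beads and compound. 2) Incubate 48 hr. 3) Add HTRF IL-2 reagents (a-IL-2-K, a-IL-2-d2).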
ELG1 repair inh: blocks ELG1-dependent DNA repair in HEK293T cells; HEK293T ELG1-luciferase reporter, luminescence, 16 h; DNA damage induced by 5-fluorouridine; Potency, µM (titrated, usually from 46.1 µM), for the others: top-dose activity change, negative = inhibition, most hits filed as inhibitors; 330,000 tested, 2.3% active; note: potency is the fitted concentration of half-maximal effect; % is set by controls: 0 for no effect and ±100 for the full control effect; nearly all actives have a fitted effect of over 55% in size
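Cells (2,000 per well) received 5-fluorouridine plus test compound or DMSO and were incubated 16 hr at 37 °C, 5% CO2. Luciferase activity was read by luminescence 30 min after ONE-Glo addition; signal suppression marked inhibition of damage-induced ELG1 function.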
Eya2 phos inh: blocks the phosphatase activity of human Eya2; Potency, µM (doses to about 76.9 µM), for inactives: top-dose activity, negative = inhibition, usual class: inhibitors; recombinant Eya2, OMFP fluorescence dephosphorylation (OMFP is methylfluorescein phosphate); O00167; 330,000 tested, 0.006% active; note: potency is the fitted concentration of half-maximal effect; % is set by controls: 0 for no effect and ±100 for the full control effect
Target sequence (O00167 whole entry, looked up): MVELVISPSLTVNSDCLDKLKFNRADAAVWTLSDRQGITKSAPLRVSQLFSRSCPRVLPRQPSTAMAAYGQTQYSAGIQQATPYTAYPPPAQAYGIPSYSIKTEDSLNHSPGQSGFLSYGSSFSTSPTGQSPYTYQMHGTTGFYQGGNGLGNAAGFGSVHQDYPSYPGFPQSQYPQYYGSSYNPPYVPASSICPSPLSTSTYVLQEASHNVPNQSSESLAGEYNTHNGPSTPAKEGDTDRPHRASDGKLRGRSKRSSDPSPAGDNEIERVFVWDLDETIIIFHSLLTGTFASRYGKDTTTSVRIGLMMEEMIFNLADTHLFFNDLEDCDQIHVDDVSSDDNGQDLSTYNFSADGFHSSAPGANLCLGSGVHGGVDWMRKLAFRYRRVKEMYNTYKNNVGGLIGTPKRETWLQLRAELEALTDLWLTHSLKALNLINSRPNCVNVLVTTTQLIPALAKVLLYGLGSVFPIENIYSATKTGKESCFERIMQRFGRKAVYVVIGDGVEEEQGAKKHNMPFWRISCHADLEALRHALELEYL
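Eya2 (0.2 uM) preincubated 10 min at ambient with compound, then OMFP substrate added at 50 uM; 10 min reaction in 50 mM HEPES pH 7.5, 50 mM NaCl, 5 uM MgCl2, 0.05% BSA, 1 mM DTT. Fluorescence read at Ex 485/Em 525 nm.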
PTAP TSG101 blk: blocks PTAP/TSG101 interaction to inhibit HIV-1 budding; Q99816; Fluorescence polarization, FITC-PTAP peptide / Tsg101 binding; Potency, µM (doses to about 115 µM), inactives show at the highest dose activity change, negative = inhibition, most hits filed as inhibitors; 340,000 tested, under 10 active; AID 493005; active = well fitted inhibition curve with a large enough effect in the main read-out, with a control signal flat, not every such curve was filed as active; inconclusive = small, poorly fitted or top-dose-only effect, or effect the other way, or a change in a side signal; inactive = no such curve, though single readings can be large or run the other way; note: potency is the fitted concentration of half-maximal effect; % of control where 0% means no effect
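Compounds were pin-transferred onto Tsg101 binding domain (10 uM final) in HEPES pH 7.5 buffer, then FITC-PTAP peptide was added at 50 nM final. After 20 min at RT, polarization reported peptide displacement across a qHTS concentration series.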
Active calls of the source: *; u = inconclusive; x = not tested or not shown; [ ] = another dose, or the depositor's remark. Unless noted, calls come from the whole dose curve; as a rule, active = well fitted curve in the direction sought with a large enough effect; inconclusive = small, poorly fitted or top-dose-only effect, or another doubt; inactive = no such curve, though single readings can be large; an effect the other way counts as inactive or inconclusive. Compounds were not picked by outcome; any-hit rate near 3%.

SMILES | Tb PFK block | Chronic BCR inh | B2AR arrestin | Mito fusion yeast | USP2a inh | uPA generation | TSHR antagonist | TCR activator | ELG1 repair inh | Eya2 phos inh | PTAP TSG101 blk
Cc1ccc(/C=C/C(=O)OCC(=O)NC(C)c2ccccc2)o1 (stereo unspecified) | -3% | 2% | -0.1% | -4% | -1% | 9% | -2 | 4% | 12% | -13% | -4%
O=C(O)C1CCCN(S(=O)(=O)c2cccs2)C1 (stereo unspecified) | 1% | 6% | -0.2% | -1% | 1% | -11% | -7 | -3%[46.1 µM] | -5% | 2% | -4%
CCN1C(=O)[C@@H]2[C@@H](c3ccc(-c4ccc(Cl)c(Cl)c4)cc3)N3CCCC[C@@]3(C(=O)OC)[C@@H]2C1=O | -8% | -5% | -1.5% | -2% | -3% | 8% | -3 | 2% | 2% | -20% | 1%
Cc1ccc(C2CC(c3cccs3)=NN2C(=O)c2ccco2)o1 (stereo unspecified) | 1% | 5% | -0.8% | u | 7% | -9% | -5 | -2% | -2% | -17% | -1%
CCOC(=O)CC1C(=O)NCCN1Cc1cccs1 (stereo unspecified) | 8% | 6% | -0.1% | 3% | 1% | 4% | -6 | -7% | 3% | -10% | -3%
COc1ccc(OCCC(=O)Nc2cc3c(cc2C(=O)O)OCCCO3)cc1 | -6% | 6% | -3.8% | -1% | 0% | -24% | -12 | -19% | 0% | 23% | 5%
Cc1ccc(S(=O)(=O)NCCC(=O)N2CCCC(C)C2)cc1 (stereo unspecified) | -4% | 4% | -0.1% | -6% | -1% | 1% | 10 | 0% | 10% | 9% | -10%
O=C(O)c1ccc(CN2C(=O)CSC2=S)cc1 | 15% | 4% | -0.5% | -15% | 1% | -3% | 21 | 5% | 1% | 3% | -5%
CCN(c1ccccc1)S(=O)(=O)c1ccc(Cl)c(NC(=O)Nc2ccc(Cl)cc2C#N)c1 | 2% | u | -0.3% | 23% | 0% | -1% | -10 | -3%[46.1 µM] | -25% | -3% | 0%
CC1CCCCN1C(=O)c1cc(S(=O)(=O)N2CCOCC2)ccc1Cl (stereo unspecified) | 3% | 1% | 0.1% | x | 4% | -9% | 1 | 2% | 17% | 0% | -2%
COC(=O)c1ccc(CSc2nc3sc4c(c3c(=O)n2C)CCCC4)o1 | 1% | 2% | -0.3% | 0% | 0% | -7% | 3 | -8% | 7% | 17% | -5%
O=C(Nc1ccccn1)c1cccc(S(=O)(=O)N2CCCC2)c1 | 0% | 6% | -2.1% | -1% | 0% | -2% | -8 | 2% | -8% | 14% | 0%
CCCCC(=O)N(CCOC)c1nnc(-c2ccccc2C)s1 | -3% | 0% | 0.3% | u | 0% | -7% | -9 | 6% | u | 2% | -10%
Cc1cc(Br)c(S(=O)(=O)NCCN2CCOCC2)cc1C | 2% | 0% | -0.7% | 1% | 6% | -2% | 0 | 0% | 5% | 23% | -6%
CCOC(=O)C1=C(N)Oc2ccc3ccccc3c2C1c1ccc(O)c(OC)c1 (stereo unspecified) | 3% | u | 0.0% | -12% | -12% | 5% | 30 | -2% | 12% | -2% | 0%
O=C1OC(Nc2ccc(Cl)cn2)c2ccccc21 (stereo unspecified) | 0% | -21% | 0.1% | -2% | 3% | 0% | 5 | 2% | -1% | 11% | -2%
O=C(c1cccs1)N1CCC(c2nc3c(nnn3Cc3c(Cl)cccc3Cl)c(=O)[nH]2)CC1 | 1% | 3% | 0.2% | 0% | 0% | -4% | -12 | -4% | u | -13% | -4%
COc1cc2oc(=O)cc(-c3ccc(-c4ccc(N(C)C)cc4)cc3)c2c(OC)c1OC | 1% | -1% | -1.0% | x | 0% | 11% | 1 | -1%[46.1 µM] | -25% | -3% | 14%
Cc1ccc(-c2nc(=S)c3c(n2Cc2ccco2)CCCC3)cc1 | -5% | 4% | -0.8% | -3% | -2% | 4% | 10 | 2% | 18% | -15% | 0%
Cc1cc(C)c2c(=O)c(C#N)coc2c1 | -10% | 13% | 0.4% | 21% | -1% | -10% | 4 | -3% | 26% | -2% | -2%
CN(CC(=O)Nc1cccc(F)c1)C(=O)/C=C/c1ccc(Br)s1 | -2% | 2% | 0.5% | 7% | 1% | 3% | 8 | -2% | -2% | -18% | 0%
CCC(CC)c1nnc(NC(=O)Cc2ccccc2[N+](=O)[O-])s1 | -3% | -3% | 0.0% | 3% | 1% | -3% | 8 | 4% | x | -13% | 1%
Cc1ccc(CCC(=O)Nc2ccc(C#N)cc2)o1 | 19% | 6% | -0.3% | -1% | 0% | -2% | 11 | 8% | 4% | -14% | 4%
CCc1noc(C)c1C(=O)OCC(=O)Nc1c(F)cccc1F | 0% | -18% | 0.5% | 1% | -1% | 1% | 6 | 0% | 13% | 25% | 0%
CCOc1ncccc1C(=O)N1CCN(C(c2ccccc2)c2ccccc2)CC1 | 0% | -12% | 0.4% | 19% | -4% | 2% | -16 | -4% | u | 0% | 0%
COc1cccc(NC(=S)N(CCCN2CCOCC2)Cc2cn(C)c3ccccc23)c1 | -1% | -17% | 1.2% | -9% | 2% | -18% | 0 | 2%[46.1 µM] | u | 0% | 1%
O=C1Nc2ccc(Br)cc2/C1=C/C1CC=CCC1 (stereo unspecified) | 1% | u | -0.1% | 5% | 3% | -10% | -23 | 2% | -11% | -1% | -1%
COc1ccccc1OCCNC(=O)c1cccc(S(=O)(=O)N2CCN(C)CC2)c1 | -5% | 9% | 0.0% | 1% | 4% | 2% | 10 | -1% | 11% | 10% | x
Cn1cc(CN2C[C@]3(C)C[C@H]2CC(C)(C)C3)c(-c2ccc3c(c2)OCCO3)n1 | 0% | -1% | -0.6% | -2% | 6% | -2% | 2 | -5% | -5% | u | -6%
COc1ccc(C2NC(=O)NC(c3ccccc3)=C2c2nc3ccccc3s2)cc1 (stereo unspecified) | -5% | u | 8.9% | 0% | -17% | x | 6 | -9% | u | 10% | -4%
CCOC(=O)CNC(=S)N(Cc1ccccc1)Cc1ccccc1F | 3% | 0% | -0.3% | u | 1% | 0% | -7 | -5% | u | 0% | 0%
NNc1cc([N+](=O)[O-])cc2c1C(=O)N(Cc1ccccc1)S2=O (stereo unspecified) | 1% | 3% | -0.5% | 0% | 3% | -2% | -2 | 2% | 12% | -3% | 0%
Cc1ccc(NCc2n[nH]c(=S)n2-c2ccccc2)c(C)c1 | -3% | 5% | 0.3% | -7% | 2% | u | -6 | 15% | 5% | 6% | 0%
CC(NC(=O)COC(=O)c1ccc2ccccc2n1)C1CC2CCC1C2 (stereo unspecified) | 3% | 1% | 0.0% | 6% | 5% | -2% | -3 | 2% | 0% | 11% | -2%
O=C(O)C1C2C=CC(C2)C1C(=O)NCCc1ccncc1 (stereo unspecified) | u | -8% | 0.1% | -5% | -2% | 5% | 0 | 2% | 2% | 7% | -4%
C[C@H](CO)N1C[C@H](C)[C@@H](CN(C)S(=O)(=O)c2ccccc2)Oc2ccc(NS(=O)(=O)c3cn(C)cn3)cc2C1=O | -7% | 0% | -0.5% | x | 1% | 16% | 13 | 8% | -3% | 10% | -2%
Cc1ccc(-c2nn(CC(=O)Nc3cccnc3)c(=O)c3ccccc23)cc1 | -3% | -23% | 0.0% | 1% | 2% | 0% | 8 | x | -4% | -6% | -2%
CC1=NN(c2nc(-c3ccc(C)cc3)cs2)C(=O)C1N=Nc1ccc(C(N)=O)cc1 (stereo unspecified) | -1% | 10% | -0.9% | -1% | -2% | 3% | -11 | 2% | -10% | 1% | -3%
CCNC(=O)c1ccc(NS(=O)(=O)c2ccccc2)cc1 | -3% | 0% | -0.4% | -2% | 0% | 0% | -2 | -6% | -6% | -14% | -3%
O=C(CSc1nc2ccccc2c(=O)[nH]1)c1ccc(O)cc1O | 9% | u | 0.1% | 2% | 1% | 4% | 0 | -2% | 1% | 2% | -8%
O=C(c1ccccc1)c1ccncc1 | -1% | -4% | -0.3% | 9% | 2% | 4% | 20 | x | -3% | 9% | -6%
O=S(=O)(Nc1nc2ccccc2nc1-[n+]1ccccc1)c1ccc(Cl)cc1 | -1% | 1% | -0.2% | -3% | 1% | 2% | 0 | 3%[46.1 µM] | 4% | -13% | -1%
